Compound activity: PubChem, Broad Institute
TcdB inh: TcdB glycohydrolase inhibition; actives 0.24% (n = 350,000); AID 652162; TcdB glycohydrolase enzymatic assay, plate reader; inhibition, % at 9.99 µM; P18177; in the data active = inhibition above about 10%
Target sequence (P18177 whole entry, looked up): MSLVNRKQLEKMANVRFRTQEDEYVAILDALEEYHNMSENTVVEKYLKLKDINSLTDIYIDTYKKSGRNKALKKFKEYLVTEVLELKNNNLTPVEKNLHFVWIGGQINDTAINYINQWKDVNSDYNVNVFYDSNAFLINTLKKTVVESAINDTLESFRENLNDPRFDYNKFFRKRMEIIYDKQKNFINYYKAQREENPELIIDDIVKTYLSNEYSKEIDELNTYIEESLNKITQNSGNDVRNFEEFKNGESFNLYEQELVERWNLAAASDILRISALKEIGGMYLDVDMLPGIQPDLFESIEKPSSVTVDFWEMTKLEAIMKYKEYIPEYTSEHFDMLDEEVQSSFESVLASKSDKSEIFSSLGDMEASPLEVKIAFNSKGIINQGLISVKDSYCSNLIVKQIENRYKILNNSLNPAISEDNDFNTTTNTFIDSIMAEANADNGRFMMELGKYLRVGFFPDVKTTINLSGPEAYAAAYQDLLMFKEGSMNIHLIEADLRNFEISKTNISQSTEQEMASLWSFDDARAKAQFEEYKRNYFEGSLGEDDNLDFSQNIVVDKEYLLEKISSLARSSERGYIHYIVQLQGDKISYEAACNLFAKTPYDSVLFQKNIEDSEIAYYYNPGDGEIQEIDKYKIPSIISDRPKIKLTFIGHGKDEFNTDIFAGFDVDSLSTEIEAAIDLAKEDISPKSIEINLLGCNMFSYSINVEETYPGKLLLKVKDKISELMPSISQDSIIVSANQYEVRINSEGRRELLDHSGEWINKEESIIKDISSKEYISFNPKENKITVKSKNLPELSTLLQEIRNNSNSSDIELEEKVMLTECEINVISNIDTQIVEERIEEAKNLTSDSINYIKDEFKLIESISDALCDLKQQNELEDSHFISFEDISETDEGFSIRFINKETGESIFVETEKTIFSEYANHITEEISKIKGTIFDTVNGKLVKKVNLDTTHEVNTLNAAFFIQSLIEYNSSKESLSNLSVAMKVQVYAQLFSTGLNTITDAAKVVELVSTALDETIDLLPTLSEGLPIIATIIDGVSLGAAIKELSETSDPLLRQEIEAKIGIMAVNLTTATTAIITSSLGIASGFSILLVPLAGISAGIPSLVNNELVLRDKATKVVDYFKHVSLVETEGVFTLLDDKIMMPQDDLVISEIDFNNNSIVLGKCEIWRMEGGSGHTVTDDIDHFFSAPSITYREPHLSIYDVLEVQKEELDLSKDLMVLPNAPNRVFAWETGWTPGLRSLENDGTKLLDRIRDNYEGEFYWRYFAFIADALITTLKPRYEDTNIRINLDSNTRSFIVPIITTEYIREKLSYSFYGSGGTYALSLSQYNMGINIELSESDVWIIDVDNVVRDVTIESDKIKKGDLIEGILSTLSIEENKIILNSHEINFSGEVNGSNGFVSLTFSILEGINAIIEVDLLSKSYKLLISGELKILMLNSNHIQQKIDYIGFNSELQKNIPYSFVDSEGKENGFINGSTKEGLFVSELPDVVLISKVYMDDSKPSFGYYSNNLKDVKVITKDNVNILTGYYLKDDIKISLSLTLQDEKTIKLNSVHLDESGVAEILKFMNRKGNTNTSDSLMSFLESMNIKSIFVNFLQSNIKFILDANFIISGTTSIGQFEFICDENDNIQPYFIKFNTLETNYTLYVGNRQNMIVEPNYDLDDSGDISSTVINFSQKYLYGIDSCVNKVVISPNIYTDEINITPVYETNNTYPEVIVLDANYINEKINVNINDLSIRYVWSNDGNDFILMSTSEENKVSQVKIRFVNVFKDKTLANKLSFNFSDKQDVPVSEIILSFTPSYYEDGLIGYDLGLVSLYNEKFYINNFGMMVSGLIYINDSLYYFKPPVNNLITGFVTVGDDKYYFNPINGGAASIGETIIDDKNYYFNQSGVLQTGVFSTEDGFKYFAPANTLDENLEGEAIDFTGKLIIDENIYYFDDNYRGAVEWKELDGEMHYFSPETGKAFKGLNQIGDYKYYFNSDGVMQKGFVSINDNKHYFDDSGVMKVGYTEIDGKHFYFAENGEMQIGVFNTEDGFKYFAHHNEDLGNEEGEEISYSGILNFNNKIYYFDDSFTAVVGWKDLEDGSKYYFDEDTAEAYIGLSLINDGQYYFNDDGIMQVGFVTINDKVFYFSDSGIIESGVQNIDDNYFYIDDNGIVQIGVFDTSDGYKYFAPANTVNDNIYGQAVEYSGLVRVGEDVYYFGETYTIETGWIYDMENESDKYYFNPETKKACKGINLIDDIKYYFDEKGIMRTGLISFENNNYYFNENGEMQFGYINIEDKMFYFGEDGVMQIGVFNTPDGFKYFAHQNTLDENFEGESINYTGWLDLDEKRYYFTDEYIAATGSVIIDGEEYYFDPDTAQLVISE
Active calls of the source: *. These rows are one share of the data; rates above refer to the full screens.

SMILES	TcdB inh
O=C(NC1CCC1)[C@H]1[C@H](CO)[C@H]2Cn3c(ccc(-c4ccncc4)c3=O)[C@H]2N1CCc1ccccc1	-0.2
C/C=C/c1ccc2c(c1)[C@H]1[C@H](CCN1S(=O)(=O)c1ccccc1C)[C@@H](CO)N2	0.1
C[C@@H]1CN([C@@H](C)CO)C(=O)c2cc(NC(=O)Nc3ccccc3)ccc2O[C@H]1CN(C)C(=O)Nc1ccc(C(F)(F)F)cc1	0.9
C[C@@H]1CN([C@@H](C)CO)S(=O)(=O)c2ccc(C#CC3CC3)cc2O[C@H]1CN(C)C(=O)c1ccccn1	0.6
CCCC#Cc1ccc2c(c1)O[C@@H](CN(C)C(=O)CN(C)C)[C@@H](C)CN([C@H](C)CO)S2(=O)=O	0.4
C[C@@H]1CN([C@H](C)CO)C(=O)c2cc(-c3cccc(C#N)c3)cnc2O[C@@H]1CN(C)Cc1ccncc1	0.0
CC(=O)N1[C@H](CO)[C@@H](c2ccccc2)[C@H]1CN(C(=O)NC(C)C)C1CCCC1	0.0
C[C@@H]1CN([C@H](C)CO)C(=O)c2cccc(NS(=O)(=O)c3ccccc3)c2O[C@H]1CN(C)Cc1ccc(Oc2ccccc2)cc1	0.9
COC(=O)C[C@@H]1C[C@H]2c3cc(NS(=O)(=O)c4cccc(OC)c4)ccc3O[C@H]2[C@@H](CO)O1	-0.9
C[C@H](CO)N1C[C@H](C)[C@H](CN(C)Cc2cccnc2)Oc2cc(-c3ccccc3)ccc2S1(=O)=O	0.1
Cc1noc(C)c1NC(=O)Nc1ccc2c(c1)C(=O)N([C@H](C)CO)C[C@H](C)[C@@H](CN(C)Cc1ccc(-c3ccccc3)cc1)O2	0.6
O=C(C[C@H]1C=C[C@H](NC(=O)C2CC2)[C@@H](CO)O1)NCCCN1CCOCC1	-7.4
C[C@H](CO)N1C[C@H](C)[C@@H](CN(C)Cc2ccccc2)Oc2ccc(NS(=O)(=O)c3ccc(F)cc3)cc2C1=O	-0.2
O=C(C[C@@H]1CC[C@H]2[C@@H](COC[C@H](O)CN2C(=O)c2ccncc2)O1)NCc1ccc(-c2ccccc2)cc1	-0.7
O=C(Nc1ccc(F)cc1)N[C@@H]1C[C@@H]2O[C@H](CO)CC[C@@H]2O[C@@H]1CCc1ccc(-c2ccccc2)cc1	0.3
CCCNC(=O)N1C[C@H](C)[C@H](OC)CN(C)C(=O)c2cc(NS(=O)(=O)CC)ccc2OC[C@@H]1C	0.2
C[C@H](O)C#Cc1ccc2c(c1)O[C@H](CN(C)C(=O)C1CC1)[C@H](C)CN([C@H](C)CO)S2(=O)=O	-5.8
O=C(Cc1ccccn1)N[C@H]1CC[C@H](CCNS(=O)(=O)c2cccc(F)c2)O[C@H]1CO	1.0
N#C[C@@H]1[C@H](c2ccc(C#Cc3ccccc3F)cc2)[C@@H](CO)N1C(=O)C1CC1	1.9
Cc1ccc(S(=O)(=O)N(C)C[C@H]2Oc3cc(-c4cccc(F)c4)ccc3S(=O)(=O)N([C@@H](C)CO)C[C@H]2C)cc1	0.7
COc1ccc(-c2ccc([C@@H]3[C@H]4CN(C(=O)Cc5ccccc5)CCCCN4[C@H]3CO)cc2)cc1	0.3
CC(C)[C@H]1COCc2cn(nn2)CCCC(=O)N1	-6.9
C[C@H]1CN([C@@H](C)CO)S(=O)(=O)c2ccc(C3=CCCC3)cc2O[C@H]1CN(C)Cc1cccc(C(=O)O)c1	-0.7
O=C(O)C[C@H]1C[C@H]2c3cc(NS(=O)(=O)c4ccccc4)ccc3O[C@H]2[C@H](CO)O1	-1.9
COCCNC(=O)C[C@@H]1CC[C@@H]2[C@H](COC[C@H](O)CN2S(=O)(=O)c2ccccc2F)O1	1.2
CN(C)C(=O)C[C@@H]1CC[C@H]2[C@@H](COC[C@H](O)CN2C(=O)C2CCCC2)O1	-0.9
CCNC(=O)Nc1ccc2c(c1)C(=O)N(C)[C@@H]1CC[C@@H](CC(=O)NCCOC)O[C@H]1CO2	1.2
C[C@@H]1CN([C@H](C)CO)S(=O)(=O)c2ccc(C3=CCCC3)cc2O[C@H]1CN(C)Cc1cccc(C(=O)O)c1	-0.4
Cn1cnc(S(=O)(=O)N2CCCCN3[C@@H](CO)[C@H](c4ccc(-c5ccccc5F)cc4)[C@@H]3C2)c1	-0.6
Cc1cccc(-c2ccc([C@@H]3[C@@H](CO)N4CCCCN(Cc5ccncc5)C[C@@H]34)cc2)c1	1.2
C[C@@H]1CCCCO[C@H](CN(C)S(C)(=O)=O)[C@@H](C)CN([C@H](C)CO)C(=O)c2cc(NS(=O)(=O)c3cccs3)ccc2O1	0.9
COc1ccc(NC(=O)N(C)C[C@@H]2Oc3c(NC(=O)Nc4ccc(F)cc4)cccc3C(=O)N([C@H](C)CO)C[C@H]2C)cc1	0.7
O=C(NCCN1CCCC1)[C@@H]1[C@@H](CO)[C@@H]2Cn3c(cccc3=O)[C@@H]2N1Cc1ccccn1	-1.3
CCCC(=O)Nc1ccc2c(c1)OC[C@H](C)N(C(=O)c1cnccn1)C[C@H](C)[C@@H](OC)CN(C)C2=O	-2.0
CCN1CC(=O)N2[C@H](CO)[C@H](c3ccc(-c4ccccc4F)cc3)[C@@H]2C1	-0.3
COCC(=O)N(C)C[C@H]1Oc2ncc(C#Cc3cccnc3)cc2C(=O)N([C@H](C)CO)C[C@H]1C	-0.5
OC[C@@H]1Nc2ccc(C#Cc3ccc(F)cc3)cc2[C@@H]2[C@H]1CCN2Cc1ccc2c(c1)OCO2	-1.4
Cc1noc(C)c1NC(=O)Nc1cccc2c1O[C@H](CN(C)S(=O)(=O)c1ccc(Cl)cc1)[C@H](C)CN([C@@H](C)CO)C2=O	0.4
C[C@H](CO)N1C[C@H](C)[C@@H](CN(C)C(=O)C2CCC2)Oc2cc(C3=CCCC3)ccc2S1(=O)=O	1.3
C/C=C/c1ccc(C2[C@H]3CNC[C@@H]2N3Cc2cc(F)ccc2F)cc1 (stereo partly specified)	0.0

Shown bar-delimited: 12 of the compounds above.
structure | TcdB inh
O=C(NC1CCC1)[C@H]1[C@H](CO)[C@H]2Cn3c(ccc(-c4ccncc4)c3=O)[C@H]2N1CCc1ccccc1 | -0.2
C/C=C/c1ccc2c(c1)[C@H]1[C@H](CCN1S(=O)(=O)c1ccccc1C)[C@@H](CO)N2 | 0.1
C[C@@H]1CN([C@@H](C)CO)C(=O)c2cc(NC(=O)Nc3ccccc3)ccc2O[C@H]1CN(C)C(=O)Nc1ccc(C(F)(F)F)cc1 | 0.9
C[C@@H]1CN([C@@H](C)CO)S(=O)(=O)c2ccc(C#CC3CC3)cc2O[C@H]1CN(C)C(=O)c1ccccn1 | 0.6
CCCC#Cc1ccc2c(c1)O[C@@H](CN(C)C(=O)CN(C)C)[C@@H](C)CN([C@H](C)CO)S2(=O)=O | 0.4
C[C@@H]1CN([C@H](C)CO)C(=O)c2cc(-c3cccc(C#N)c3)cnc2O[C@@H]1CN(C)Cc1ccncc1 | 0.0
CC(=O)N1[C@H](CO)[C@@H](c2ccccc2)[C@H]1CN(C(=O)NC(C)C)C1CCCC1 | 0.0
C[C@@H]1CN([C@H](C)CO)C(=O)c2cccc(NS(=O)(=O)c3ccccc3)c2O[C@H]1CN(C)Cc1ccc(Oc2ccccc2)cc1 | 0.9
COC(=O)C[C@@H]1C[C@H]2c3cc(NS(=O)(=O)c4cccc(OC)c4)ccc3O[C@H]2[C@@H](CO)O1 | -0.9
C[C@H](CO)N1C[C@H](C)[C@H](CN(C)Cc2cccnc2)Oc2cc(-c3ccccc3)ccc2S1(=O)=O | 0.1
Cc1noc(C)c1NC(=O)Nc1ccc2c(c1)C(=O)N([C@H](C)CO)C[C@H](C)[C@@H](CN(C)Cc1ccc(-c3ccccc3)cc1)O2 | 0.6
O=C(C[C@H]1C=C[C@H](NC(=O)C2CC2)[C@@H](CO)O1)NCCCN1CCOCC1 | -7.4

Remaining list, next part:
SMILES	TcdB inh
COCC#Cc1cnc2c(c1)C(=O)N([C@@H](C)CO)C[C@@H](C)[C@@H](CN(C)S(=O)(=O)c1cn(C)cn1)O2	-0.5
CC(=O)N(C)C[C@H]1Oc2ncc(/C=C/c3ccccc3)cc2C(=O)N([C@@H](C)CO)C[C@@H]1C	0.8
C[C@@H](NC(=O)[C@H]1[C@H](CO)[C@H]2Cn3c(ccc(C4=CCCCC4)c3=O)[C@@H]1N2)c1ccccc1	-0.5
COCc1cn(CC[C@H]2CC[C@H](NC(=O)Nc3ccccc3)[C@H](CO)O2)nn1	-1.4
O=C(C[C@H]1CC[C@@H]2[C@H](COC[C@H](O)CN2C(=O)c2cccnc2)O1)NCc1ccc(Cl)cc1	-0.7
C[C@@H]1CN([C@H](C)CO)C(=O)c2cccc(NC(=O)Nc3ccc(C(F)(F)F)cc3)c2O[C@@H]1CN(C)Cc1ccc(C(F)(F)F)cc1	1.2
C[C@H]1CN([C@@H](C)CO)C(=O)c2cc(-c3ccccc3F)cnc2O[C@@H]1CN(C)C(=O)CN(C)C	-1.0
O=C(O)C[C@H]1C[C@@H]2c3cc(NC(=O)NC4CCCCC4)ccc3O[C@@H]2[C@H](CO)O1	-1.0
C[C@H](CO)N1C[C@H](C)[C@@H](CN(C)Cc2ccccn2)Oc2cc(-c3ccncc3)ccc2S1(=O)=O	0.1
CO[C@H]1CN(C)C(=O)c2ccc(NC(=O)c3ccccc3)cc2OC[C@@H](C)NC[C@@H]1C	-0.4
C[C@@H]1CN([C@@H](C)CO)C(=O)c2cccc(NS(C)(=O)=O)c2O[C@H]1CN(C)C	-0.1
CCCNC(=O)N1CCC2(CC1)CN(C(=O)CN1CCOCC1)[C@@H](CO)c1[nH]c3cc(OC)ccc3c12	-5.9
O=C(C[C@@H]1CC[C@@H]2[C@H](COC[C@@H](O)CN2C(=O)Nc2ccccc2)O1)NCCc1ccncc1	0.3
CNC[C@@H]1Oc2ccc(NC(=O)Nc3ccc(C(F)(F)F)cc3)cc2CC(=O)N([C@H](C)CO)C[C@H]1C	0.3
COc1ccc2c3c([nH]c2c1)[C@@H](CO)N(C(=O)c1cnccn1)CC31CCN(C(=O)c2cnccn2)CC1	0.6
CCCC#Cc1ccc([C@H]2[C@@H](CO)N(C(=O)NC(C)C)[C@H]2CNC(C)=O)cc1	-1.9
C[C@@H]1CN([C@H](C)CO)C(=O)Cc2cc(NS(=O)(=O)c3ccc(Cl)cc3)ccc2O[C@H]1CN(C)Cc1ccc(C(=O)Nc2ccccc2N)cc1	-0.1
CC(=O)Nc1ccc2c(c1)C(=O)N(C)[C@@H]1CC[C@H](CC(=O)NCc3ccccc3)O[C@H]1CO2	0.1
C[C@H]1CN([C@@H](C)CO)C(=O)c2cc(NC(=O)c3ccncc3)ccc2O[C@H]1CN(C)C(=O)Nc1ccc(F)cc1	-0.9
Cc1ccc(S(=O)(=O)N[C@@H]2CC[C@H](CCNC(=O)C3CCCCC3)O[C@@H]2CO)cc1	-0.5
C[C@@H]1CCCCO[C@@H](CN(C)C(=O)Nc2ccc(F)cc2)[C@@H](C)CN([C@@H](C)CO)C(=O)c2cc(NC(=O)Cc3ccccc3)ccc2O1	-0.4
C[C@@H]1CCCCO[C@H](CN(C)C(=O)NC2CCCCC2)[C@@H](C)CN([C@H](C)CO)C(=O)c2cc(NC(=O)Nc3ccccc3)ccc2O1	0.5
COc1cccc(-c2ccc([C@H]3[C@H]4CN(C(=O)C5CCCC5)CC(=O)N4[C@H]3CO)cc2)c1	-0.3
C/C=C/c1ccc([C@H]2[C@H](CO)N3CCCCN(C(=O)Cc4cccnc4)C[C@@H]23)cc1	-1.2
O=C(C[C@@H]1C=C[C@H](NC(=O)Nc2cccc(F)c2)[C@@H](CO)O1)NCC1CC1	1.2
COc1ccc(NC(=O)Nc2ccc3c(c2)[C@@H]2C[C@H](CC(=O)N4CCCCC4)O[C@@H](CO)[C@@H]2O3)cc1	0.3
C[C@H](CO)N1C[C@H](C)[C@H](CN(C)S(=O)(=O)c2ccc(Cl)cc2)Oc2ccc(NC(=O)Nc3ccccc3)cc2CC1=O	-0.9
O=C(C1CCOCC1)N1CC(=O)N2[C@@H](CO)[C@@H](c3ccc(-c4ccccc4F)cc3)[C@@H]2C1	0.3
O=C(C[C@H]1CC[C@@H]2[C@H](COC[C@@H](O)CN2C(=O)c2ccccc2F)O1)N1CCOCC1	1.6
Cc1cc(C(=O)Nc2cccc3c2O[C@@H](CN(C)S(C)(=O)=O)[C@@H](C)CN([C@H](C)CO)C3=O)n(C)n1	-2.2
COc1ccc(S(=O)(=O)N(C)C[C@H]2Oc3ccc(NC(=O)C4CCCCC4)cc3CC(=O)N([C@H](C)CO)C[C@H]2C)cc1	1.2
CC(=O)N[C@@H]1CC[C@H](CCNC(=O)C2CCC2)O[C@H]1CO	-0.2
C[C@H](CO)N1C[C@H](C)[C@H](CN(C)C(=O)Nc2ccc(F)cc2)Oc2ccc(NC(=O)Nc3ccc(F)cc3)cc2CC1=O	-1.7
C[C@H](CO)N1C[C@H](C)[C@@H](CN(C)Cc2ccc(C(=O)O)cc2)Oc2ccc(NS(=O)(=O)c3ccc(F)cc3)cc2C1=O	-0.6
CCC(=O)N(C)C[C@@H]1Oc2ncc(-c3ccccc3F)cc2C(=O)N([C@H](C)CO)C[C@@H]1C	-0.9
Cc1noc(C)c1NC(=O)Nc1ccc2c(c1)C(=O)N([C@@H](C)CO)C[C@H](C)[C@H](CN(C)C(=O)C1CCCCC1)OCCCC[C@H](C)O2	-0.7
CO[C@@H]1CN(C)C(=O)c2ccc(NS(=O)(=O)c3ccc(Cl)cc3)cc2OC[C@H](C)NC[C@@H]1C	-2.4
O=C(C[C@@H]1C=C[C@@H](NC(=O)Nc2cccc(F)c2)[C@H](CO)O1)NCC1CCCCC1	1.2
C[C@H]1CCCCO[C@@H](CN(C)C(=O)Nc2cccc3ccccc23)[C@@H](C)CN([C@@H](C)CO)C(=O)c2cc(NS(=O)(=O)c3ccc(Cl)cc3)ccc2O1	0.3
CCCC#Cc1cnc2c(c1)C(=O)N([C@H](C)CO)C[C@@H](C)[C@@H](CN(C)C(=O)c1ccccc1)O2	1.1
C[C@H]1CN([C@@H](C)CO)C(=O)Cc2cc(NC(=O)Nc3ccc4c(c3)OCO4)ccc2O[C@H]1CN(C)C(=O)Nc1ccc2c(c1)OCO2	-0.5
Cc1noc(C)c1S(=O)(=O)N(C)C[C@H]1OCCCC[C@@H](C)Oc2ccc(NS(=O)(=O)c3cccs3)cc2C(=O)N([C@H](C)CO)C[C@@H]1C	-1.1
CNC[C@H]1Oc2cc(-c3ccc(C(=O)N(C)C)cc3)ccc2S(=O)(=O)N([C@H](C)CO)C[C@@H]1C	0.0
